HSF1 inhib: HSF1 inhibition | actives 0.77% (n = 300,000) | NIH3T3-HGL HSE-luciferase, MG132-induced, luminescence 8 h; stronger effect = lower value | activity change, negative = inhibition, % at 7.5 µM (by protocol) | AID 2098;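 active means more than half of replicate wells show activity change below -50%, luminescence cut by over half; inconclusive means some wells, but at most half, below -50%; inactive means no replicate well below -50%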;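 further: luciferase reports HSF-1 transcriptional activity via heat shock element; 0% = median of DMSO wells and -100% = zero luminescence signal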
KLF5 inhibitor: suppresses KLF5 promoter-driven expression | DLD-1 KLF5 promoter-luciferase reporter, luminescence | inhibition, % at 5 µM | actives 0.23% (n = 290,000);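 active means inhibition above a per-plate limit of that plate's mean compound inhibition plus 3 SD, cut at about 60% in these data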;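 further: 0% = DMSO wells and 100% = LY294002 at 200 µM; higher means less KLF5 promoter-driven luciferase light; inactives centre near -14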
aSyn UTR inh: 5' untranslated region of α-synuclein, MLPCN primary screen. alpha-synuclein 5'UTR reporter, inhibitor activity. inhibition, % (tested at 7.5 µM). actives 0.82% (n = 300,000). AID 1813; in the data active means inhibition above about 60%; inconclusive means no clear call, values can overlap the other calls;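 further: H4 neuroglioblastoma cells stably carrying SNCA 5'UTR luciferase fusion; 0% = DMSO wells and 100% = positive control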
HDAC3 inhib: human HDAC3 inhibition | actives 0.15% (n = 320,000) | O15379 | recombinant HDAC3, fluorogenic peptide/trypsin coupled, fluorescence | inhibition, % at 8.3 µM; in the data active means inhibition above about 26%, passing the limit was not always enough; inconclusive means no clear call, values can overlap the other calls
Target sequence (O15379 whole entry, looked up): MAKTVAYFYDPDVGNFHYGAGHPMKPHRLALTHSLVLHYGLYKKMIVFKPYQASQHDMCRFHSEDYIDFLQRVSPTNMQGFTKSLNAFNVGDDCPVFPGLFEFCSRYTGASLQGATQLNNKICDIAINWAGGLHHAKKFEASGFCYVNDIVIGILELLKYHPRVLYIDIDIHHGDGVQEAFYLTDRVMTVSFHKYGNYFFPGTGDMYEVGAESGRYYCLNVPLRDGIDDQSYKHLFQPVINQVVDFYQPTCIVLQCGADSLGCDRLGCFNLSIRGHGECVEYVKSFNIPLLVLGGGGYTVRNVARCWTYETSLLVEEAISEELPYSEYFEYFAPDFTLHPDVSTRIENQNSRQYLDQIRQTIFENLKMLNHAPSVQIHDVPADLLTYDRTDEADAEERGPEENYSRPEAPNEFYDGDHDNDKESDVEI
HSP90 refold inh: blocks HSP90-mediated luciferase refolding in reticulocyte lysate | Rabbit reticulocyte lysate, luciferase refolding luminescence, 3 h | inhibition, % at 5.6 µM | actives 0.91% (n = 290,000) | AID 1789;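 active means inhibition above the screen-wide mean plus 3 SD, computed separately per campaign, cut at about 16% in these data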;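 further: 0% = DMSO wells and 100% = 60 µM geldanamycin wells; inhibitors lower the luminescence because luciferase stays unfolded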
Platelet DG rel: modulates dense granule release in human platelets. human platelet-rich plasma, SFLLRN dense granule ATP release, luminescence. inhibition, %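 (compounds screened at 7.5 µM in platelet-rich plasma)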. actives 0.22% (n = 300,000);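 active means mean replicate score, as percent of positive control, at or above 50; inconclusive means mean below 50 but at least one replicate at or above 50; inactive means mean and every replicate below 50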
HIF activator: HIF pathway transcriptional activation. U2OS HRE-luciferase reporter, luminescence; normalized: DMSO 0%, desferrioxamine 100%. activation, % at 7.5 µM (by protocol). actives 0.32% (n = 300,000);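 active means mean activation of at least 10% of the iron chelator positive control signal, with at least half of replicates also reaching 10%; inconclusive means mean and replicate majority disagree about reaching 10%; inactive means mean and most replicates under 10%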
HSF-1 act: increases HSF-1 driven luciferase reporter signal | NIH3T3-HGL HSF-1 luciferase reporter, MG132, 8 h; 100% = twice DMSO control signal | activation, % at 9 µM | actives 1.7% (n = 300,000);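 active means mean replicate activation of at least 50% with a set share of replicates each reaching 50%; inconclusive means only one of those two conditions met; inactive means mean below 50% and too few replicates reaching it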;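 further: 0% = median of the neutral control wells and 100% = twice that signal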
IEC-6 tox: IEC-6 cytotoxicity, counter-screen for KLF5 inhibitors | luminescence viability | inhibition, % at 5 µM | actives 0.78% (n = 290,000) | AID 1825; in the data active means inhibition above about 22%;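 further: 0% = plate median of test compound wells and 100% = cytotoxic reference compound wells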
AI-2 QS modul: modulators of Vibrio harveyi AI-2 quorum sensing system; actives 0.4% (n = 300,000); Vibrio harveyi JMH597 AI-2 luminescence/OD600 ratio, 9 h; stronger effect = lower value; strain lacks LuxN and CqsS sensors; 0 = neutral-control median; activity change, % at 7.5 µM; in the data active means activity change below about -75%, passing the limit was not always enough; inconclusive means no clear call, values can overlap the other calls;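 further: luminescence divided by OD600 gain over 9 h not by final OD600 alone; inactives centre near 13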
* hit, by the source's call; ? = inconclusive; nt = no result given. This is a random part of the collection; any-hit rate near 5%.

SMILES	HSF1 inhib	KLF5 inhibitor	aSyn UTR inh	HDAC3 inhib	HSP90 refold inh	Platelet DG rel	HIF activator	HSF-1 act	IEC-6 tox	AI-2 QS modul
O=C(O)c1ccc(NC(=S)Nc2ccccc2)cc1	-16	-33	-55	2	-1	-23	3.1	-20	8	18
CC(C)Cc1ccc(C(C)C(=O)Nc2ncccn2)cc1 (centres undefined)	5	-15	-15	5	2	0	-0.2	-1	1	14
COc1cc(-n2c(=O)c3ccccc3n(Cc3cccc(C)c3)c2=O)cc(OC)c1OC	2	-20	21	-1	2	-7	0.0	20	-3	31
CNc1n[nH]c(=S)s1	1	-11	16	7	7	-1	0.0	14	-2	12
COc1cc(OC)c(C2NC(=O)CCC2[N+](=O)[O-])cc1OC (centres undefined)	-4	-10	-14	-1	2	5	0.0	-16	5	-10
COc1ccc(CCNC(=O)COc2ccc(-c3ccccc3)cc2)cc1OC	-11	-31	11	2	0	-5	-0.7	-1	-4	25
OCc1nnn(-c2cccc(C(F)(F)F)c2)c1CO	2	-9	10	8	3	1	-0.4	16	-5	21
COc1ccc(OC)c(-c2nnc(NC(=O)C(C)Sc3nncn3C)s2)c1 (centres undefined)	-5	1	-19	-1	-1	9	0.3	-23	-1	18
CCC1C(=O)NCCN1C(=O)c1cc(COc2cc(C)ccc2C)on1 (centres undefined)	-2	-46	-5	1	-6	9	-0.4	-3	10	10
CCN(CC)c1ccc(NC(=O)c2ccccc2F)cc1S(=O)(=O)Nc1ccccc1OC	-4	-17	3	-1	-7	-3	0.0	22	-3	8
COc1ccc(CC(NC(C)=O)C(=O)NC2CCN(C(=O)C3CCCCC3)CC2)cc1OC (centres undefined)	-10	-18	3	-6	0	6	-0.2	-7	7	8
CN1CCc2c(sc(NC(=O)c3ccc4ccccc4c3)c2C(N)=O)C1	-22	-90	-108	4	6	43	0.7	-40	50*	8
CC(=O)c1cccc(CN2CCC(n3nccc3NC(=O)CCc3ccccc3)CC2)c1	-2	-17	9	6	-7	-8	-0.5	-16	4	46
Cc1ccc(N2CC(C(=O)Nc3nnc(SCCC4OCCO4)s3)CC2=O)cc1C (centres undefined)	-7	-37	21	3	5	-5	0.2	-12	8	20
c1ccc(CN2CCC(N3CCN(Cc4ccc5c(c4)OCO5)CC3)CC2)cc1	-3	-13	-17	4	0	4	-0.7	-8	0	14
O=C(C[C@H]1C(=O)N(c2ccc(F)c(F)c2)C[C@@H]1Cc1ccccc1)Nc1ccccc1	-1	-5	-41	9	-2	5	0.2	8	6	18
Cc1ccccc1-n1nc2c(c1NC(=O)COc1ccc(Cl)cc1)CS(=O)C2 (centres undefined)	-2	12	0	3	1	25	-0.3	3	6	6
Cc1csc(NC(=O)CSc2nnc(NC(=O)COc3ccccc3)s2)n1	-2	-27	-4	nt	-3	-25	0.4	-22	0	13
COc1ccc(CCNc2ncnc3c2nnn3Cc2ccccc2)cc1OC	-9	-6	37	3	-1	-3	-0.8	-20	4	16
O=C(CC1Oc2ccc(Cl)cc2NC1=O)NC1CCCCCC1 (centres undefined)	-6	-10	-12	6	0	-5	-0.1	-1	1	7
Cc1ccc(OCCCN2C(=O)C(=O)c3cccc(C)c32)cc1	3	-9	-11	-7	-2	-16	0.5	31	2	-5
COc1ccc(-c2cc(CCCC(=O)NCCc3ccccc3)no2)cc1	4	-45	-52	10	-4	5	1.4	18	5	18
Cc1csc(NC(=O)[C@@H](NC(=O)c2ccccc2)C(C)C)n1	-3	15	-8	2	4	-3	-0.3	-4	-4	23
CCN(C(=O)c1cccc(F)c1)c1ccccc1C	-3	-2	-9	2	1	2	0.4	15	10	7
O=C(N/N=C/c1ccccn1)c1ccc(N/N=C/c2ccccn2)cc1	15	-59	-132	-1	1	7	0.9	42	-5	23
CCN(CC(=O)NCCCN1CCOCC1)S(=O)(=O)c1ccc(Cl)cc1	-2	-5	0	2	1	-2	-0.1	-1	-1	5
Cc1cc(C)c(OCC(=O)Nc2cc(C(=O)O)cc(C(=O)O)c2)cc1C	6	-16	-129	-1	-1	-3	1.4	24	2	37
C=CCn1c(=O)c(C(=O)Nc2cc(C)ccn2)c(O)c2ccccc21	-2	-5	-27	-5	3	-5	-31	3	-5	19
CC(C)(C)c1ccc(-n2ncc3c2CCCC3NC(=O)CCN2CCCO2)cc1 (centres undefined)	-1	-17	9	2	1	6	-0.1	-8	3	6
CS(=O)(=O)C1=C(O)C(=O)N(CCCC(=O)O)C1c1ccccc1F (centres undefined)	3	-22	11	-1	7	0	-0.1	31	4	23
CC1CCC(NC(=O)c2ccc(COc3ccccc3)o2)CC1 (centres undefined)	6	nt	-4	-1	nt	-26	0.2	3	nt	nt
CN(C(N)=S)c1ccccc1	-2	-23	7	0	-3	22	0.2	-15	-2	9
CCOC(=O)C1(Cc2cccc(OC)c2)CCN(Cc2ccccc2)CC1	3	0	37	4	-4	0	0.0	-10	-2	-1
O=C(CSc1nc2ccccc2c(=O)n1CC1CCCO1)N1CCN(c2ccccc2)CC1 (centres undefined)	-1	0	2	2	0	3	-0.2	10	-3	1
COc1ccc(CC(=O)N/N=C/c2ccc(-c3cccc(C(=O)O)c3)o2)cc1OC	-3	-89	9	4	4	0	0.5	-4	-8	19
CCc1ccc(N(C2C=CS(=O)(=O)C2)S(=O)(=O)c2ccccc2)cc1 (centres undefined)	2	4	-8	6	6	-6	-0.3	3	3	8
COc1ccc(COc2cccc3ccc(C)nc23)cc1F	2	-14	-14	6	-4	2	-0.4	11	4	18
O=C(NCc1ccccn1)Nc1cccc(F)c1	0	-29	-16	-1	2	28	1.0	-7	-1	9
O=C(Nc1cccnc1Cl)c1cc([N+](=O)[O-])ccc1Cl	-6	-28	-35	2	0	0	0.3	-10	-2	13
O=C(CN(Cc1ccc(F)cc1)C(=O)CNS(=O)(=O)c1ccc(F)cc1)NCc1ccco1	4	-19	3	0	1	5	-0.5	20	0	7

Sorted by length of the SMILES (highest first): some entries from above.
SMILES	HSF1 inhib	KLF5 inhibitor	aSyn UTR inh	HDAC3 inhib	HSP90 refold inh	Platelet DG rel	HIF activator	HSF-1 act	IEC-6 tox	AI-2 QS modul
O=C(CN(Cc1ccc(F)cc1)C(=O)CNS(=O)(=O)c1ccc(F)cc1)NCc1ccco1	4	-19	3	0	1	5	-0.5	20	0	7
CCc1ccc(N(C2C=CS(=O)(=O)C2)S(=O)(=O)c2ccccc2)cc1 (centres undefined)	2	4	-8	6	6	-6	-0.3	3	3	8
CC1CCC(NC(=O)c2ccc(COc3ccccc3)o2)CC1 (centres undefined)	6	nt	-4	-1	nt	-26	0.2	3	nt	nt

Next results
SMILES	HSF1 inhib	KLF5 inhibitor	aSyn UTR inh	HDAC3 inhib	HSP90 refold inh	Platelet DG rel	HIF activator	HSF-1 act	IEC-6 tox	AI-2 QS modul
Cc1ccc(S(=O)(=O)Cn2nnnc2C(c2ccccc2)N2CCN(c3ncccn3)CC2)cc1 (centres undefined)	-5	-20	8	2	7	1	-0.6	-15	7	13
CSCC(=O)N1CCCC(CO)(CCCc2ccccc2)C1 (centres undefined)	-3	-22	-4	-2	-1	0	-0.2	8	-5	18
COc1ccc(NC2CCCN(C(=O)c3ccc(C(C)=O)s3)C2)cc1 (centres undefined)	-4	-2	18	0	3	13	0.3	-14	6	nt
CCN(CC(=O)NCc1ccc(F)cc1)CC(=O)Nc1ccc(S(=O)(=O)N2CCCC2)cc1	-1	-22	6	4	-3	1	-0.4	-4	-5	15
O=S(=O)(NCc1csc(-c2cccs2)n1)c1ccccc1	-8	-8	-16	nt	-1	-5	0.0	-22	3	11
Cn1cnnc1SC(C(=O)Nc1cc(Cl)cc(Cl)c1)c1ccccc1 (centres undefined)	-1	-24	-3	1	-1	-1	-1.0	11	-8	-6
O=C(CNC(=O)c1ccco1)Nc1ccc(F)cc1	-2	-3	-17	-3	-2	18	1.3	3	-4	-9
COc1ccccc1OCCNC(=O)CSC(=S)N1CCCC1	1	nt	10	1	nt	5	0.6	-2	nt	9
CC(=O)C1=C(C)NC(SCC(=O)c2ccccc2)=C(C#N)C1CC(C)C (centres undefined)	3	-21	-10	19	0	2	-0.1	12	5	16
O=C(CN1C(=O)/C(=C\c2cccc(Br)c2)Oc2ccccc21)NCCCN1CCOCC1	5	-4	-44	-6	-5	16	0.7	5	-4	10
COc1ccc(Cl)cc1NC(=O)C/C(C)=N/NC(=O)c1ccccc1[N+](=O)[O-]	6	3	15	-9	4	1	2.0	26	3	-6
COc1cc(NC(=O)C2=CC(c3cccs3)=NS(=O)(=O)N2C)cc(OC)c1OC	-2	-2	23	-6	-1	7	-0.4	-8	3	1
Cc1cccc2c1cnn2C(=O)Nc1cc(F)ccc1F	6	-73	-178	5	-5	5	2.9	21	-4	10
CCCCOC(=O)c1ccc(NC(=S)NC(=O)c2c(Cl)cnn2CC)cc1	-2	-30	8	0	2	2	1.1	2	4	-10
O=C(NC12CC3CC(CC(C3)C1)C2)c1ccc(=O)oc1	0	-39	-3	-1	2	-2	0.1	5	-1	1
Cc1ccc(N2C(=O)c3ccccc3C2(O)c2ncc[nH]2)cc1 (centres undefined)	-10	-7	0	2	-3	-4	-0.2	17	-2	-13
COc1ccc(-c2nc3cnccn3c2NC(C)(C)CC(C)(C)C)cc1O	2	-4	7	?	0	2	-0.8	17	-7	39
Cc1ccc(SCC(=O)c2cc(C)c(O)c(C)c2)cc1	3	-57	-38	5	-2	3	0.3	32	-2	4
COC(=O)CC(NS(=O)(=O)c1cccs1)c1ccc2c(c1)OCO2 (centres undefined)	2	-47	0	5	-1	-26	0.4	-2	-1	14
O=C1CN(c2nc(-c3cccnc3)nc3scc(-c4ccccc4)c23)CCN1	10	-26	-90	6	1	1	3.1	35	-1	40
O=C(C/C=N/OCc1c(Cl)cccc1Cl)c1cnc(-c2ccccc2)s1	1	-12	-17	-2	-3	-45	-0.3	-11	-5	-31
O=C(c1cnn2c(C(F)F)cc(-c3ccccc3)nc12)N1CCN(Cc2ccc3c(c2)OCO3)CC1	3	9	24	-1	2	6	0.3	0	0	13
CCOc1ccc(CN2CCNC(=O)C2CC(=O)NCCC2=CCCCC2)cc1 (centres undefined)	-3	-9	-27	3	2	0	0.3	15	5	11
O=C1CC2(CCN(C(=O)c3cccc(Cl)c3)CC2)Oc2ccccc21	-3	nt	22	-1	nt	4	-4.3	5	nt	9
O=C1C(=O)N(Cc2cccnc2)C(c2cccc([N+](=O)[O-])c2)/C1=C(/O)c1ccc2c(c1)OCO2 (centres undefined)	4	-15	-12	nt	2	8	0.0	12	0	30
COc1cccc(C(=O)C2CCCN(C(=O)c3ccccc3Cl)C2)c1 (centres undefined)	-3	-22	-1	-5	-2	7	0.9	-10	-1	nt
C/C(=N\NS(=O)(=O)c1ccc(C)cc1)c1cccs1	-1	-33	3	1	8	-3	0.3	-1	5	15
O=C(COC(=O)CCN1C(=O)c2cccc([N+](=O)[O-])c2C1=O)NCc1ccccc1	12	13	-5	-2	4	3	-0.9	43	1	35
COc1ccc(C2=NN(C(=O)CSc3ncccn3)C(c3ccc(OC)cc3)C2)cc1 (centres undefined)	-17	-1	41	8	4	14	-0.1	-34	10	2

Screening data (PubChem)
